Source: PubChem
bCat nuc transl: alters nuclear translocation of beta-catenin in HeLa cells; immunofluorescence imaging; hit rate 0.3% among 190,000; nuclear translocation activity, % at 5 µM;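 active = nuclear translocation activity above 50% at 5 µM, with a well cell count of 50 or more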;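 also: per-cell ratio of nuclear to cytoplasmic median beta-catenin stain intensity; plate controls were DMSO negative control for no effect and GSK-3 inhibitor IX positive control for full effect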
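Assay system: human HeLa cells, native beta-catenin; doses: 5 µM primary, 0.02–20 µM confirmation; incubation: compound treatment 24 h, 37°C, 5% CO2; technique: fluorescence imaging of beta-catenin antibody stain plus DAPI; measure: % activation, nuclear-to-cytoplasmic median beta-catenin signal ratio per cell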
Myeloid diff 2: promotes myeloid progenitor differentiation; calls only at 10 µM; AID 624256; ER-HoxA9 myeloid progenitors, lysozyme-GFP differentiation, flow cytometry; hit rate 1% among 360,000;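 active = normalized GFP-positive differentiation at or above the plate's own cutoff, the solvent-only control mean plus 3 SD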;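 also: cells exposed to compound for four days before flow analysis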
Lipid droplet: modulators of hepatic lipid droplet formation; inhibition, % at 6.5 µM; AID 1656; hit rate 0.4% among 240,000; AML12 mouse hepatocytes, oleate lipid droplets, BODIPY imaging;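 active = lipid droplet intensity inhibited by at least 50%, with more than 500 cells counted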
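Assay system: AML12 mouse liver cells | Compound: 6.5 µM single-point dosing | Schedule: Overnight exposure | Technique: Fluorescence imaging, 20x objective, two fields per well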
Ins promoter up: MIN6 insulin promoter up-regulation. MIN6 insulin promoter-GFP reporter, high-content imaging; active compounds read high. z-score at 5 µM. hit rate 0.3% among 190,000. AID 1625;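 active = z-score above 3 at 5 µM with at least 500 cells counted in the well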
Autophagy HCS: modulators of autophagy; MEF GFP-LC3 puncta imaging; test concentration mostly 10 µM; calls only at 10 µM (by protocol); hit rate 0.98% among 190,000; AID 463193;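 active = percentage of spot-positive cells more than 3 SD above its plate mean, without a fluorescence outlier flag or 80% toxicity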;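 also: spot-positive cell cutoff set from DMSO-treated cells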
West Nile virus CPE: West Nile virus antiviral activity, cell-based, CPE readout (AID 1621); one-dose CPE inhibition, % at 10 µM; IC50 in µM for titrated hits; West Nile virus-infected cells, CPE inhibition; higher % means a stronger effect; hit rate 0.02% among 290,000; in the data active = a potency from the dose series; also: strong numbers were not always called active
MT stabilize HCS: microtubule stabilization, imaging screen | HeLa tubulin immunostaining HCS, 24 h; share of cells brighter than vehicle mean+2SD | % tubulin-high responders, % at 10 µM | hit rate 0.83% among 200,000 | AID 2205;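 active = plate Z-score above 3 for both tubulin-high and condensed-nucleus cell shares, with cell loss under 80%, at 10 µM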;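 also: anti alpha tubulin signal scored within the nucleus-defined area of each cell; some results filed as inactive read as strong as hits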
T cell modulator: T cell immune modulators affecting CD8 T cell-vesicle binding; calls only at 7 µM; 2C CD8+ T cell-vesicle binding, flow cytometry; active compounds read low; AID 2052; hit rate 0.068% among 330,000;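 active = response, share of CD8 T cells binding vesicles, and their 90th percentile fluorescence all below set limits, cut at about 80% in these data, passing the limit was not always enough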
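Test system: purified 2C TCR transgenic mouse naive CD8+ T cells. Probe or stimulus: QL9-peptide-loaded Drosophila micro-vesicles bearing Ld, ICAM-1 and B7-1. Incubation: binding step 1.5 h, 37 °C, antibody labelling 20 min, ice. Measured by: flow cytometry of vesicle-bound cells.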
WT yeast gro inh: growth inhibition of WT yeast, mitochondrial fusion screen; hit rate 2.1% among 190,000; mitochondrial fusion phenotypic screen, WT strain; inhibition, % at 10 µM; in the data active = inhibition above about 58%; tested in S. cerevisiae
WT yeast gro inh mutant strain: second read-out of WT yeast gro inh, no call of its own (marks repeat the call); inhibition, %; mitochondrial fusion phenotypic screen, mutant strain inhibition
Ins promoter up cell count: also measured in Ins promoter up; calls as there; cell count; measured here: cytotoxicity, nuclei count;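 total cells summed across four imaged fields per well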
Lipid droplet cells 6.5 µM: recorded beside Lipid droplet, whose call it bears; cell count; measured here: cell count, cytotoxicity flag;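 cells counted across two imaged fields per well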
bCat nuc transl cell count 5 µM: also measured in bCat nuc transl; calls as there; cell count; measured here: cell count, cytotoxicity flag
T cell modulator vesicle-bound %: second read-out of T cell modulator, no call of its own (marks repeat the call); double positive events, %; measured here: CD8+ vesicle-bound cell fraction;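 binding gate set so that unloaded-vesicle control wells show 10% double positive cells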
MT stabilize HCS Hoechst-high %: further read-out of MT stabilize HCS, marked with its call; % Hoechst-high responders; measured here: nuclear condensation Hoechst responders;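 share of cells brighter than vehicle mean plus two SD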
MT stabilize HCS cytotoxicity %: further read-out of MT stabilize HCS, marked with its call; toxicity, %; measured here: cytotoxicity by cell density;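 0% = mean cell density of plate MIN control wells and 100% = no cells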
Autophagy HCS cell loss 18 h: second read-out of Autophagy HCS, no call of its own (marks repeat the call); toxicity, %; measured here: cell loss, nuclei count;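 cell loss after 18 h compound exposure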
Myeloid diff 2 GFP+ MAC1+ %: also measured in Myeloid diff 2; calls as there; GFP+ MAC1+ double positive, %; measured here: differentiation confirmed by MAC1 staining
Active calls of the source: *; i = inactive; / = not tested or not shown; + = active, no number.

Results follow in this order: Lipid droplet cells 6.5 µM	WT yeast gro inh mutant strain	MT stabilize HCS cytotoxicity %	MT stabilize HCS	T cell modulator	T cell modulator vesicle-bound %	Autophagy HCS cell loss 18 h	West Nile virus CPE	Lipid droplet	Myeloid diff 2	bCat nuc transl	bCat nuc transl cell count 5 µM	MT stabilize HCS Hoechst-high %	Myeloid diff 2 GFP+ MAC1+ %	WT yeast gro inh	Autophagy HCS	Ins promoter up	Ins promoter up cell count
- Cc1ccc(S(=O)(=O)Nc2ccc(S(=O)(=O)Nc3nccs3)cc2)c([N+](=O)[O-])c1
    792	/	/	/	i	9	/	-0.2%	-1	i	/	/	/	0.8	/	/	/	/
- O=C(CSc1nnnn1C1CCCCC1)NCc1cccs1
    695	5	1.4	2.4	i	33	-20	-0.3%	-7	i	-0.9	1026	0.6	0.1	3	i	/	/
- C=CCn1c(O)c(/C=C2\C=NN=C2c2ccccc2)sc1=S
    734	/	/	/	i	37	/	0.7%	9	i	-3.0	1203	/	0.4	/	/	-1.1	1404
- Cc1cccc(NC(=O)Nc2ccc(OCc3ccccc3)cc2)n1
    728	/	/	/	i	50	/	-0.5%	-6	i	/	/	/	0.3	/	/	/	/
- CCOC(=O)c1c(C)c(C)n(Cc2cccc(OC)c2OC)c1C
    720	-11	9.5	3.8	i	50	-42	-1.6%	2	i	-5.2	603	1.0	0.5	11	i	-0.02	1290
- COC(=O)C1CCN(S(=O)(=O)c2ccc(OC)cc2)CC1
    797	-6	6.7	1.2	i	34	2	-0.1%	-1	i	1.0	1132	1.3	1.3	4	i	0.08	933
- COC(=O)C1CCN(C(=O)C2CCC(=O)N(CCc3cccc(F)c3)C2)CC1 (stereo not drawn)
    700	/	/	/	i	6	/	0.0%	-3	i	/	/	/	3.4	/	/	/	/
- Cc1cccc(N2CCN(c3nnnn3-c3ccccc3)CC2C)c1 (stereo not drawn)
    765	18	3.5	3.4	i	36	-22	-0.1%	-2	i	/	/	2.0	1.4	20	i	-0.41	924
- CCC(CC)C(=O)Nc1ccc(Nc2ccccc2)cc1
    646	7	6.9	2.5	i	40	25	-0.1%	5	i	-2.0	962	2.9	0.1	4	i	0.77	1340
- COC1CCCN(Cc2cn(C)nc2-c2ccc(Oc3ccccc3)cc2)C1 (stereo not drawn)
    736	24	7.1	2.6	i	56	14	-0.7%	12	i	2.3	957	1.5	0.3	2	i	-0.86	1448
- COc1ccc(/C=C\C(=O)Oc2cccc(/C=N/NC(=O)Cc3ccc(OC)c(OC)c3)c2)cc1
    379	-10	3.1	6.6	i	6	-7	-0.5%	-17	i	-0.2	1076	2.2	0.1	-4	i	-0.09	1350
- COc1ccc(-n2c(SCC(=O)Nc3cccc4ccccc34)nc(O)cc2=O)cc1
    698	/	/	/	i	30	/	-0.2%	4	i	-5.9	1106	/	0.7	/	/	-6.4	769
- Cc1ccc(N)c(C(O)(C(F)(F)F)C(F)(F)F)c1
    /	-1	7.9	2.8	i	28	1.4*	-0.9%	/	i	/	/	2.7	3.1	8	+	0.61	939
- O=C(O)C1=C(C(=O)Nc2cccc(C(F)(F)F)c2)CCCC1
    714	-8	1.6	2.4	i	27	-1	1.4%	-2	i	-1.9	693	1.4	0.0	-1	i	/	/
- C/C=C(/C)C(=O)O[C@@H]1[C@H](OC(C)=O)c2c(ccc3ccc(=O)oc23)OC1(C)C
    759	-1	4.4	2.2	i	23	-45	-0.4%	-60	i	0.4	469	1.3	1.7	26	i	-1.2	957
- Cc1ccc2nc(C(F)OC(F)(F)F)[nH]c2c1 (stereo not drawn)
    791	4	0.6	3.2	i	7	-8	-0.5%	10	i	-2.7	1186	2.2	0.9	19	i	0.51	1137
- COc1cc(/C=C/C(=O)OCC(=O)N2CC(=O)Nc3ccccc32)ccc1O
    701	/	/	/	i	7	/	0.0%	7	i	-0.9	1312	/	0.4	/	/	-0.87	997
- CCc1ccc(NS(=O)(=O)c2ccc3c(c2)oc(=O)n3C)cc1
    392	/	/	/	i	40	/	-1.1%	-2	i	/	/	/	0.4	/	/	/	/
- CCCSc1nnc(-c2cnn(-c3ccccc3)c2-n2cccc2)n1C
    787	10	13	1.4	i	54	8	-0.2%	4	i	-0.3	1051	2.3	1.0	-11	i	-0.74	873
- CCCNc1c(NS(=O)(=O)c2ccc(C(C)(C)C)cc2)c(=O)oc2ccccc12
    744	/	/	/	i	37	/	-0.1%	-11	i	/	/	/	1.2	/	/	/	/
- O=C(c1ccc2c(=O)n(Cc3ccc4c(c3)OCO4)c(=O)[nH]c2c1)N1CCN(c2ccccc2)CC1
    629	/	/	/	i	26	/	12%	-4	i	/	/	/	2.3	/	/	/	/
- COC(OC)c1ccnc(SCc2ccccc2Cl)n1
    688	/	/	/	i	54	/	-0.7%	6	i	-2.6	1271	/	1.0	/	/	-0.69	1163
- CCC1(C)Cc2c(sc3c2c(=O)n(C)c2nnc(SCC(=O)c4ccccc4)n32)CO1 (stereo not drawn)
    /	/	4.5	0.9	i	23	-4	0.4%	/	i	/	/	1.0	1.0	/	i	/	/
- CC(C)CCNC(=O)[C@H](Cc1ccccc1)N1Cc2ccccc2C1=O
    402	/	/	/	i	40	/	-0.8%	-15	i	/	/	/	0.4	/	/	/	/
- CC(=O)Nc1cccc(C(=O)OCc2ccc([N+](=O)[O-])cc2)c1
    683	11	2.6	5.6	i	59	23	0.1%	5	i	-3.3	1091	2.5	0.1	12	i	-2.1	1523
- CCOC(=O)C1CCN(C2=NC(=O)/C(=C/c3ccc(O)cc3)S2)CC1
    399	/	/	/	i	43	/	-0.2%	3	i	/	/	/	0.3	/	/	/	/
- O=C(O)[C@@H]1CCCN1C(=O)c1ccco1
    564	17	0.7	2.7	i	49	-7	0.1%	13	i	1.1	916	2.8	0.3	11	i	/	/
- OCCn1c(SCCOc2ccccc2)nc2ccccc21
    768	12	5.2	1.0	i	55	-6	-0.6%	3	i	/	/	1.2	5.8	-7	i	1.3	927
- O=C(NC1CCCC1)C1CCN(c2nccs2)CC1
    776	3	3.3	3.9	i	40	2	0.3%	-4	i	-1.8	1151	1.4	0.5	-12	i	0.22	1230
- Cc1nc(-c2ccccc2)sc1C(=O)O
    655	14	2.7	3.1	i	60	38	0.7%	1	i	2.0	1036	1.9	0.2	-12	i	1.1	1569
- C/C(=N/NC(=O)CSc1nc2ccccc2n1C)c1ccc(O)cc1
    694	-3	9.4	2.0	i	52	2	0.6%	-4	i	-1.7	1123	2.2	0.6	-6	i	/	/
- O=C(Nc1ccc2c(c1)OCO2)N1CCC(CO)(CC2CCCCO2)CC1 (stereo not drawn)
    768	-14	8.7	2.7	i	48	-12	-0.5%	-2	/	0.5	1095	1.3	/	-8	i	-0.33	1465
- O=C(O)CCc1nn2c3ccccc3n(CC(=O)O)c2nc1=O
    674	-9	1.6	2.7	i	14	7	0.6%	-8	i	-3.9	1059	1.1	0.8	2	i	/	/
- CC(C)N(C(=O)COC(=O)c1cc(Cl)cc(Cl)c1N)C(C)C
    784	14	10	1.7	i	45	2	-1.8%	0	i	/	/	2.2	1.1	12	i	1.1	880
- Nc1nnc(N)c2ccccc12
    699	10	2.5	3.1	i	24	7	-0.6%	-8	+	1.8	1150	1.8	1.9*	-2	i	0.1	1317
- CCS(=O)(=O)N1CCN(S(=O)(=O)c2ccc3c(c2)OCCO3)CC1
    791	/	/	/	i	34	/	-0.6%	-1	i	/	/	/	0.5	/	/	/	/
- Cc1ccccc1NC(=O)c1ccc(CN2CCc3ccccc3C2)cc1
    625	13	3.6	3.9	i	26	14	-0.2%	-4	/	-1.2	1024	2.1	/	3	i	0.39	1889
- S=C(NCCc1ccccc1)N/N=C/c1c(Cl)cccc1Cl
    686	-2	3.7	2.9	i	48	18	-0.4%	13	i	-2.2	1232	2.3	1.5	6	i	0.57	1412
- CCOC(=O)N1CCC(N(CCN(C)C)C(=S)Nc2cccc(Cl)c2)CC1
    739	3	7.2	1.7	i	20	-9	-1.3%	4	i	0.3	1056	1.2	1.3	-4	i	-0.22	1199
- Cn1c(N)nc2nc(CCc3ccccc3)c(=O)[nH]c2c1=O
    771	/	/	/	i	44	/	-0.2%	-16	i	/	/	/	0.8	/	/	/	/
- O=C(O)/C=C\C(=O)NCc1cccnc1
    674	0	6.5	2.7	i	33	14	-0.1%	-18	i	2.7	1129	1.6	0.3	4	i	0.09	1026
- O=C(c1cccc(S(=O)(=O)N2CCCCC2)c1)N1CCN(S(=O)(=O)c2ccc(F)cc2)CC1
    816	-13	6.5	1.1	i	3	30	/	12	i	/	/	1.2	0.8	1	i	0.78	852
- O=C(/C=C/c1ccc([N+](=O)[O-])s1)N1CCCC1
    696	8	5.0	4.8	i	40	-2	-2.0%	-17	+	0.8	1040	2.7	1.8*	17	i	-0.4	954

Entries of single compounds, quoted from the list.
`O=C(Nc1ccc2c(c1)OCO2)N1CCC(CO)(CC2CCCCO2)CC1` (stereo not drawn) is listed with Lipid droplet cells 6.5 µM = 768; WT yeast gro inh mutant strain = -14; MT stabilize HCS cytotoxicity % = 8.7; MT stabilize HCS = 2.7; T cell modulator = i; T cell modulator vesicle-bound % = 48; Autophagy HCS cell loss 18 h = -12; West Nile virus CPE = -0.5%; Lipid droplet = -2; Myeloid diff 2 = /; bCat nuc transl = 0.5; bCat nuc transl cell count 5 µM = 1095; MT stabilize HCS Hoechst-high % = 1.3; Myeloid diff 2 GFP+ MAC1+ % = /; WT yeast gro inh = -8; Autophagy HCS = i; Ins promoter up = -0.33; Ins promoter up cell count = 1465
`C/C(=N/NC(=O)CSc1nc2ccccc2n1C)c1ccc(O)cc1` is listed with Lipid droplet cells 6.5 µM = 694; WT yeast gro inh mutant strain = -3; MT stabilize HCS cytotoxicity % = 9.4; MT stabilize HCS = 2.0; T cell modulator = i; T cell modulator vesicle-bound % = 52; Autophagy HCS cell loss 18 h = 2; West Nile virus CPE = 0.6%; Lipid droplet = -4; Myeloid diff 2 = i; bCat nuc transl = -1.7; bCat nuc transl cell count 5 µM = 1123; MT stabilize HCS Hoechst-high % = 2.2; Myeloid diff 2 GFP+ MAC1+ % = 0.6; WT yeast gro inh = -6; Autophagy HCS = i; Ins promoter up = /; Ins promoter up cell count = /
